# Screening data deposited in PubChem by National Center for Advancing Translational Sciences (NCATS).
# TSHR antag = Antagonists of the Thyroid Stimulating Hormone Receptor: HTS campaign. Thyrotropin receptor (Homo sapiens), P16473. TSHR-expressing cells, TSH-stimulated cAMP HTRF, 2 h; hits give low values. activity change, negative = inhibition, % at 11.5 µM. actives 0.2% (n = 330,000). AID 504810, 2011;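 active = activity change below a set negative limit, meaning inhibition stronger than a set level, cut at about -70% in these data; inconclusive = activity change between two set negative limits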; also: % is scaled to controls: 0 for no effect and ±100 for the full control effect
#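 Inhibition of cAMP made by TSHR-expressing cells under TSH stimulation (4nM final, EC80; 2 h, 37 deg C) is quantified with a one-step lysis HTRF kit, anti-cAMP cryptate versus cAMP-d2.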
# Eya2 inh = qHTS Assay for Inhibitors of the Phosphatase Activity of Eya2. Protein phosphatase EYA2 (Homo sapiens), O00167. recombinant Eya2, OMFP fluorescence dephosphorylation (OMFP is methylfluorescein phosphate). Potency, µM (highest dose often 76.9 µM), without a hit: at the highest dose activity, negative = inhibition, usual class: inhibitors. actives 0.006% (n = 330,000). AID 488837, 2010; also: potency is read from the fitted curve at half-maximal effect; % is scaled to controls: 0 for no effect and ±100 for the full control effect
#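 Eya2 protein (added as 0.2 uM solution) was preincubated with compound for 10 min at ambient temperature in 50 mM HEPES pH 7.5, 50 mM NaCl, 5 uM MgCl2, 0.05% BSA, 1 mM DTT. OMFP (added at 50 uM) then reacted 10 min; fluorescence read at 485/525 nm.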
# Tb PFK block = qHTS Assay to Find Inhibitors of T. brucei phosphofructokinase; Potency, µM (titrated, usually from 57.5 µM), inactives show top-dose activity, negative = inhibition, actives largely listed as inhibitors; actives 0.17% (n = 330,000); T. brucei PFK, ADP-Glo luminescence; AID 485367, 2010;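 also: potency is read from the fitted curve at half-maximal effect; 0% = uninhibited 1x PFK enzyme wells and -100% = no-enzyme wells; nearly all actives have a fitted effect of over 60% in size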
# Target sequence (O15648 whole entry, looked up): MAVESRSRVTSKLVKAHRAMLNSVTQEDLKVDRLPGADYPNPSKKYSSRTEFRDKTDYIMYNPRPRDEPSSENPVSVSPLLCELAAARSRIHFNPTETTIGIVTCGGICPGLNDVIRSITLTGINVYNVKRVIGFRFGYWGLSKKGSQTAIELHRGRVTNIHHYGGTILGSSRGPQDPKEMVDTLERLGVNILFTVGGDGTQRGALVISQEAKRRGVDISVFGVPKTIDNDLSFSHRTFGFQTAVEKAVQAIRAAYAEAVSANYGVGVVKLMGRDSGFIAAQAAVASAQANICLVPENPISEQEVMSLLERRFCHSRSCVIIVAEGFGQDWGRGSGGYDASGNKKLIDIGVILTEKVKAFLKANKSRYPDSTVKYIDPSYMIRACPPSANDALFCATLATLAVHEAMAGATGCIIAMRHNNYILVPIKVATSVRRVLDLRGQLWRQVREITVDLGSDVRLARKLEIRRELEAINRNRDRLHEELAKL
#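 PFK 1.25 nM, F6P 0.5 mM, ATP 0.1 mM, 0.1 M TEA pH 8.0, 5 mM MgCl2, 0.01% Tween20, 0.1% BSA; 45 min RT. ADP-Glo readout. qHTS titration up to 57 uM; curves fitted, compounds curve-classed.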
# TCR activator = Activators of T cell receptors: qHTS campaign; AID 504894, 2011; 330,000 tested, under 10 active; primary human leukocytes, anti-CD3, IL-2 HTRF, 48 h; Potency, µM (top dose mostly 9.22 µM), inactives show at the highest dose activation of IL-2 secretion, hits mostly activators; also: % of control where 0% means no effect
#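 Using a-CD3 beads without co-stimulation, primary human leukocytes were exposed to compounds for 48 hr. An HTRF IL-2 kit measured the cytokine, with europium-to-d2 energy transfer producing emission at 665nm upon 320nm excitation.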
# ELG1 DNA repair = qHTS screen for small molecules that inhibit ELG1-dependent DNA repair in human embryonic kidney (HEK293T) cells expressing luciferase-tagged ELG1; HEK293T ELG1-luciferase reporter, luminescence, 16 h; DNA damage induced by 5-fluorouridine; Potency, µM (top dose mostly 46.1 µM), for inactives: at the top dose activity change, negative = inhibition, usual class: inhibitors; actives 2.3% (n = 330,000); AID 504467, 2011; also: potency is read from the fitted curve at half-maximal effect; % is scaled to controls: 0 for no effect and ±100 for the full control effect; nearly all actives have a fitted effect of over 55% in size
#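 Quantitative HTS, concentration-response format. 2,000 cells/well co-treated with 5-fluorouridine and compound, 16 hr in 5% CO2 at 37 °C; ONE-Glo luminescence read after 30 min.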
# Mito fusion yeast = qHTS Assay for Small Molecule Inhibitors of Mitochondrial Division or Activators of Mitochondrial Fusion | Potency, µM (top dose mostly 46.1 µM), for inactives: at the highest dose growth rescue (activation), actives largely listed as activators | S. cerevisiae fusion-defective mutant growth rescue, CellTiterGlo 48 h | actives 0.23% (n = 320,000);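 also: potency is read from the fitted curve at half-maximal effect; % of control where 0% means no effect; nearly all actives have a fitted effect of over 45% in size; temperature-sensitive fusion mutants such as fzo1-1 at 37 °C on non-fermentable ethanol glycerol medium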
#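 Yeast fusion mutant, YPEG (non-fermentable carbon), compound, 48 h at 37C non-permissive; CellTiterGlo added, 10 min RT, luminescence read. Rescued growth = division inhibition.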
# AT treatment = qHTS Assay for Identifying a Potential Treatment of Ataxia-Telangiectasia. […] A-T fibroblasts, KAP-1 phosphorylation AlphaLISA; neocarzinostatin DNA damage 30 min before lysis. Potency, µM (doses to about 57.5 µM), inactives show top-dose activation, actives largely listed as activators. actives 0.19% (n = 320,000); also: potency is read from the fitted curve at half-maximal effect; % of control where 0% means no effect; nearly all actives have a fitted effect of over 45% in size
#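 ATM-like activity read as KAP-1 phosphorylation via AlphaLISA donor/acceptor antibody pairs after lysis and 6 hr at 25C. Cells were ATM-null patient fibroblasts ([…], hTERT), dosed 60 min, then exposed to the DSB inducer NCS for 30 min.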
# ASM inhibitor = Inhibitors of Secretory Acid Sphingomyelinase (S-ASM): qHTS; Sphingomyelin phosphodiesterase (Homo sapiens), P17405; placental ASM, HMU-PC fluorogenic substrate, 60 min; Potency, µM (series often up to 57.5 µM), for the others: at the highest dose activity change, negative = inhibition, actives largely listed as inhibitors; actives 0.006% (n = 340,000); AID 504937, 2011; also: potency is read from the fitted curve at half-maximal effect
#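 qHTS format. ASM enzyme prepared from human placenta hydrolyses the fluorogenic substrate HMU-PC0 (9 uM final) over 60 min at 37 °C after a 10 min compound preincubation.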
# TSG101-PTAP inh = qHTS Assay for Iinhibitors of HIV-1 Budding by Blocking the Interaction of PTAP/TSG101 | Fluorescence polarization, FITC-PTAP peptide / Tsg101 binding | 340,000 tested, under 10 active | Potency, µM (doses to about 115 µM), inactives show at the highest dose activity change, negative = inhibition, most hits filed as inhibitors; active = well fitted inhibition curve with a large enough effect in the main read-out, with a control signal flat, not every such curve was filed as active; inconclusive = small, poorly fitted or top-dose-only effect, or effect the other way, or a change in a side signal; inactive = no such curve, though single readings can be large or run the other way; also: potency is read from the fitted curve at half-maximal effect; % of control where 0% means no effect
# Target sequence (Q99816 whole entry, looked up): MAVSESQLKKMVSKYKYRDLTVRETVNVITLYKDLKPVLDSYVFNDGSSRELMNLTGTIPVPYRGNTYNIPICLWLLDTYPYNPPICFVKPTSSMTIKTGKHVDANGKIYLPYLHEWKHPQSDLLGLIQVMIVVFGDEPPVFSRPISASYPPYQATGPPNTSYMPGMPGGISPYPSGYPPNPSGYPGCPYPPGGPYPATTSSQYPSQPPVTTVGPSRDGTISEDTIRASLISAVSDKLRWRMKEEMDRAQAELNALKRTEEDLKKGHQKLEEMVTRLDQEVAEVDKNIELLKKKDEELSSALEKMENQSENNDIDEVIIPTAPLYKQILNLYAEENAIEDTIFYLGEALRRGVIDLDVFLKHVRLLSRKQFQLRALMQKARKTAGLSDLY
#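 Fluorescence anisotropy tracks displacement of a FITC-tagged PTAP peptide (50 nM) from the Tsg101 binding domain (10 uM), following a 20 min room-temperature incubation at pH 7.5.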
# BCR signal inh = qHTS Assay to Find Inhibitors of Chronic Active B-Cell Receptor Signaling. actives 0.05% (n = 340,000). ABC-DLBCL IkBa-CBG/CBR reporter, luminescence ratio, 4 h. AID 493014, 2011. Potency, µM (series often up to 46.1 µM), for inactives: at the top dose ratio change, negative = lower green/red ratio, actives largely listed as inhibitors; active = well fitted inhibition curve with a large enough effect in the signal ratio, with a control signal flat, not every such curve was filed as active; inconclusive = small, poorly fitted or top-dose-only effect, or effect the other way, or a change in a side signal; the % refers to the signal ratio;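 also: potency is read from the fitted curve at half-maximal effect; plate controls were basal doxycycline-induced cells for no effect and cells given 10 µM MG132 for full effect; MG132 reads +100%, hits lower the ratio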
#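 TMD8 ABC-DLBCL cells carrying doxycycline-inducible green luciferase fused to IkappaBalpha plus unfused red luciferase were exposed to compounds (up to 46 uM) for 4 hrs at 37C. Activity came from the overlap-corrected green/red luminescence ratio.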
# Integrin act MD = qHTS for Activators of Integrin-Mediated Alleviation for Muscular Dystrophy | Potency, µM (titrated, usually from 38.3 µM), inactives show at the top dose activation, hits mostly activators | actives 0.064% (n = 350,000) | alpha7betagal myoblasts, beta-gal FDG fluorescence, 48 h | AID 624291, 2012;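 also: potency is read from the fitted curve at half-maximal effect; 100% = response of the positive control SU9516; nearly all actives have a fitted effect of over 60% in size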
#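 Alpha7betagal+/- myoblasts (passage 13) were plated 16-24 hr, then exposed to compounds (1:260 dilution of DMSO stock) for 48 hours at 37C. After MPER lysis, β-galactosidase reporter activity was read as FDG fluorescence (ex 480/em 540) after 30 minutes.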
# Numbers without * were called inactive; ? = inconclusive; · = no result given; [ ] = another dose, or the depositor's remark. Unless noted, calls follow the shape of the dose curve; as a rule, active = well fitted curve in the direction sought with a large enough effect; inconclusive = small, poorly fitted or top-dose-only effect, or another doubt; inactive = no such curve, though single readings can be large; an effect the other way counts as inactive or inconclusive.
SMILES,TSHR antag,Eya2 inh,Tb PFK block,TCR activator,ELG1 DNA repair,Mito fusion yeast,AT treatment,ASM inhibitor,TSG101-PTAP inh,BCR signal inh,Integrin act MD
O=Cc1c(NCCN2CCCC2)c2ccccc2[nH]c1=O,5,6%,-5%,11%,7%,2%,5%,6%,-2%,?,22%
COc1ccc(S(=O)(=O)Nc2cccc(N(C)S(C)(=O)=O)c2)cc1C,1,1%,-1%,6%[46.1 µM],?,-6%,8%,6%,-10%,3%,-20%
CCOC(=O)C1=C(C)NC2=C(C(=O)OC2)C1c1ccccc1 (stereo not given),1,12%,-4%,0%,?,?,3%,230%[activator],-1%,-1%,-13%
CCCCNC(=O)Oc1cc(CCl)on1,-8,20%,-2%,·,9%,-3%,1%,·,·,0%,·
O=C(Nc1cccc2ncccc12)c1cc2ccccc2o1,7,-7%,2%,6%,-15%,1%,2%,-2%,-4%,?,28%
COc1ccc(CC2(CO)CCN(S(=O)(=O)N(C)C)CC2)cc1,-1,-7%,2%,-3%,2%,3%,-4%,1%,-4%,-1%,4%
COc1cc(NC(=S)NC(=O)c2ccco2)ccc1NC(=O)C(C)C,5,2%,0%,1%,?,-1%,2%,5%,-6%,0%,-3%
COC(=O)Cn1cc(S(=O)(=O)NCc2ccc(C)cc2)c2cc([N+](=O)[O-])ccc21,3,1%,5%,-7%,14%,-6%,-4%,0%,-15%,1%,25%
CC(=O)N1c2ccccc2NC(=O)C1(C)C,·,·,·,-1%,·,-3%,·,4%,-8%,·,4%
O=C(CCCN1CCOCC1)c1ccc2c(c1)OCCO2,0,21%,4%,-1%,?,-6%,13%,3%,-8%,?,-4%
COc1cccc2cc(C(=O)NCCC3=CCCCC3)c(=O)oc12,1,-6%,0%,2%,14%,15%,-7%,-6%,-2%,?,-13%
CC(=O)C(=Cc1cc(C)n(-c2ccccc2)c1C)C(C)=O,2,-4%,4%,5%,1%,3%,-11%,-4%,4%,?,-13%

# Structures listed so far with a furan ring, fused or not, in the order listed:
SMILES,TSHR antag,Eya2 inh,Tb PFK block,TCR activator,ELG1 DNA repair,Mito fusion yeast,AT treatment,ASM inhibitor,TSG101-PTAP inh,BCR signal inh,Integrin act MD
O=C(Nc1cccc2ncccc12)c1cc2ccccc2o1,7,-7%,2%,6%,-15%,1%,2%,-2%,-4%,?,28%
COc1cc(NC(=S)NC(=O)c2ccco2)ccc1NC(=O)C(C)C,5,2%,0%,1%,?,-1%,2%,5%,-6%,0%,-3%

# New compounds follow
SMILES,TSHR antag,Eya2 inh,Tb PFK block,TCR activator,ELG1 DNA repair,Mito fusion yeast,AT treatment,ASM inhibitor,TSG101-PTAP inh,BCR signal inh,Integrin act MD
C/C(=N\Nc1cccc2cccnc12)c1ccc[nH]1,-3,7%,-6%,·,?,4%,-5%,-5%,3%,-14%,8%
CN(C)C(CNC(=S)Nc1ccccc1Cl)c1cccnc1 (stereo not given),9,-13%,2%,-2%,-5%,-4%,2%,3%,1%,11%,4%
CS(=O)(=O)N(Cc1ccc(C(=O)NCCSCc2ccco2)cc1)c1ccccc1,-2,11%,-1%,-10%,?,3%,·,-2%,0%,-15%,-1%[7.66 µM]
CCCCNS(=O)(=O)c1cc(-c2nn(C)c(=O)c3ccccc23)ccc1C,-21,-19%,-10%,2%,13%,15%,-5%,8%,3%,?,-51%
Cc1cc(C)c2c(N)c(C(=O)Nc3c(C)n(C)n(-c4ccccc4)c3=O)sc2n1,-2,6%,1%,7%,-5%,-2%,8%,18%,-10%,-1%,10%
COc1ccc(C(O)c2nccn2C)cc1 (stereo not given),0,17%,-1%,4%,-3%,0%,-1%,4%,0%,-9%,-1%
CCOc1ccc(CN2CCNC(=O)C2CC(=O)NCCc2ccccn2)cc1 (stereo not given),0,-23%,4%,2%,0%,7%,-3%,3%,-1%,9%,7%
CC(C)c1ccc(C(C(=O)NC2CCCCC2)N(C(=O)c2ccccn2)c2cccnc2)cc1 (stereo not given),31,5%,1%,3%,3%,8%,?,3%,-4%,0%,5%
C=CCNC(=S)/N=c1/ccccn1C,3,0%,1%,1%,13%,0%,4%,0%,-1%,2%,-5%
O=C(Nc1cccnc1)c1cc2c(s1)-c1ccccc1OC2,-2,10%,-19%,6%,?,?,22%,14%,1%,-27%,-38%
C=CCNc1nc(-c2c(C)nc3ncccn23)cs1,-8,-10%,-7%,3%,-2%,-2%,-8%,-1%,-2%,-7%,-10%
Cc1ccc(C2=NC(=O)/C(=C/c3cc(O)c(O)c(Br)c3)S2)cc1,-3,-2%,?,0%,-12%,-6%,-5%,-16%,-1%,?,-6%
CN(C)c1nc(NCc2ccccc2)nc(SCC(N)=O)n1,-45,4%,-6%,·,17%,2%,-1%,-1%,0%,2%,-8%
Cc1ccc(NCC(=O)N/N=C/c2ccc(-c3cccc(C(F)(F)F)c3)o2)cc1,4,10%,-1%,-2%[46.1 µM],-18%,1%,31%,-13%,-5%,-10%,0%
Clc1ccc2c(c1)C(N1CCNCC1)Cc1ccccc1S2 (stereo not given),-6,-9%,-1%,-5%[46.1 µM],?,-21%,·,-5%,0%,-14%,-64%[inhibitor]
CC(=O)OCCc1c(C)nc2nc[nH]n2c1=O,21,4%,0%,5%,-18%,1%,0%,2%,-5%,?,-9%
CCCCC(=O)Nc1ccc2c(c1)C(=O)NC2=O,-2,14%,-15%,-5%,3%,-1%,-2%,17%,-3%,17%,0%
Cc1ccc(COc2coc(CN3CCN(C(=O)c4ccco4)CC3)cc2=O)cc1,3,16%,20%,2%,8%,-5%,0%,·,-2%,2%,-18%
COc1ccc2nc(NC(=O)CSc3nnc(C)n3N)sc2c1,2,3%,1%,-7%,?,0%,0%,2%,1%,?,-28%
COc1ccc(-c2nnc(NC(=O)C3CCCN3S(=O)(=O)c3cccs3)o2)cc1 (stereo not given),-9,-13%,0%,1%,-2%,-6%,1%,-2%,-3%,-1%,18%
O=C1CC(=O)Nc2cc(S(=O)(=O)Nc3cccc(C(F)(F)F)c3)ccc2N1,-14,5%,-5%,4%,0%,-1%,-5%,-4%,-4%,-1%,-9%
Cc1ccc(S(=O)(=O)NC(C(=O)N2CCN(S(=O)(=O)c3cccc(F)c3)CC2)C(C)C)cc1 (stereo not given),3,-20%,-2%,2%,-3%,-5%,2%,8%,-1%,-1%,22%
COc1ccc(C(=O)Nc2ccc(Oc3nc(C)nc4sc(-c5ccccc5)cc34)cc2)cc1OC,8,4%,-1%,-12%[46.1 µM],?,-4%,2%,-24%,-8%,-5%,2%
O=C(N/N=C/c1ccc([N+](=O)[O-])s1)c1ccccc1,22,-10%,-6%,-6%,?,4%,14%,-1%,-4%,?,-25%
CC(C)Nc1nc(NC(C)C)nc(N(C)C#N)n1,4,5%,1%,-46%,17%,8%,8%,2%,-7%,2%,-6%
Cc1c(OC(C)C(=O)N[C@H](C(=O)O)c2ccccc2)ccc2c3c(c(=O)oc12)CCCC3 (stereo not given in full),-2,?,-2%,5%,-15%,0%,6%,48%[activator],0%,9%,-23%
COc1ccc(CN2CCC(=O)N([C@H](CO)Cc3ccccc3)CC2)cc1OC,34,13%,2%,-1%,-5%,2%,0%,1%,0%,-14%,0%
